PTPN22 inh 2: LYP (human) phosphatase inhibition; recombinant LYP catalytic domain, DiFMUP fluorescence; AID 640; inhibition, % at 2 µM; 96,000 tested, 0.21% active; Q9Y2R2;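 active means inhibition at 2 µM at or above a set limit, the screen mean plus 3 SD, cut at about 24% in these data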;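 further: 0% = DMSO with enzyme and 100% = enzyme fully blocked by orthovanadate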
Target sequence (Q9Y2R2 whole entry, looked up, the tested form may be a part): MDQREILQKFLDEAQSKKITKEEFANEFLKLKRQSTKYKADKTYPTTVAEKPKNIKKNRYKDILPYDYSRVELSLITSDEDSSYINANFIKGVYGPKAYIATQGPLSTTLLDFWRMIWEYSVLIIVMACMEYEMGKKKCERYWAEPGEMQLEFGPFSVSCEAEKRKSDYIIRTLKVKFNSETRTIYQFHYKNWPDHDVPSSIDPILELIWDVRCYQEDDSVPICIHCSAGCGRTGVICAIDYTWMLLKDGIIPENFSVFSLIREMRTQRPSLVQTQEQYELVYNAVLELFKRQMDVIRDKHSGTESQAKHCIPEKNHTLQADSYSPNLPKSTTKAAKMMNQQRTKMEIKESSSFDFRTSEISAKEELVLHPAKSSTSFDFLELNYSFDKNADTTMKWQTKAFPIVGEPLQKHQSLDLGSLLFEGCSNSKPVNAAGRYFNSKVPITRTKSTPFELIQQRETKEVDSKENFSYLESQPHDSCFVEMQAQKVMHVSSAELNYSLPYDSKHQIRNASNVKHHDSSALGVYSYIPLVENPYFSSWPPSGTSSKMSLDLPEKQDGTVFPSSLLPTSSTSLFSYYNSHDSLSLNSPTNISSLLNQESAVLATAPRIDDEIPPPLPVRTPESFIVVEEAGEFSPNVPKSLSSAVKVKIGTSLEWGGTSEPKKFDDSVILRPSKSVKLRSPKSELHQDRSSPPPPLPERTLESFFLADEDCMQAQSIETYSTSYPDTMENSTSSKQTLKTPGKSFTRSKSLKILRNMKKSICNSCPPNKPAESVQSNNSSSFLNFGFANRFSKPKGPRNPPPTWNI
HUVEC tox IL1B: HUVEC cytotoxicity counter-screen, IL-1B stimulated; HUVEC cell count loss, Hoechst imaging; cell count reduction, % at 2 µM; 94,000 tested, 0.41% active;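 active means cell count reduction more than 3 SD above the screen-wide mean, cut at about 70% in these data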;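 further: normalized per plate to untreated control cells as the no-loss baseline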
Calb biofilm kill: kills Candida albicans biofilms; C. albicans biofilm + clotrimazole, Alamar Blue; inhibition, % at 6 µM; 85,000 tested, 0.14% active; AID 834;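 active means inhibition above 20%; inactive means inhibition below 20%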;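 further: preformed 24 hr biofilms exposed to compound for 48 hr; 0% = biofilm without compound and 100% = blank killed by clotrimazole plus chlorhexidine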
VCAM1 TNFa inh: reduces TNF alpha induced VCAM1 expression in HUVEC; HUVEC TNFa-induced VCAM-1 immunofluorescence, high-content imaging; 95,000 tested, 0.48% active; inhibition, % at 2 µM;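 active means inhibition above the batch mean plus 3 SD, with images confirmed as a hit by eye, cut at about 37% in these data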;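 further: 0% = TNF-stimulated DMSO wells and 100% = unstimulated control wells; not every result past the cut was called active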
MT1-MMP txn act: activates MT1-MMP transcription; 86,000 tested, 0.16% active; activation factor at 10 µM; HT1080 MT1-MMP promoter luciferase reporter, luminescence, overnight; active compounds read high; AID 750;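 active means activation factor of at least 2 for MT1-MMP transcription at 10 µM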
Smad3 FoxH1 inh: inhibitors of human Smad3 transcription factor binding; TR-FRET Smad3/Dy647-FoxH1 peptide binding, europium anti-His; inhibition, % at 25 µM; 88,000 tested, 0.29% active; AID 630;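 active means compounds that reduce the energy-transfer binding signal between the protein and its labelled peptide by more than half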;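 further: 0% = Smad3 plus labelled peptide maximal FRET and 100% = peptide-only background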
DAT uptake mod: changed human dopamine transporter uptake under cocaine IC80; Q01959; LLC-PK1 hDAT cells, [14C]-dopamine uptake with cocaine IC80; actives deviate in either direction; B-score at 10 µM; 110,000 tested, 1.3% active;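 active means Z score or B-score, a plate-position-corrected score, falls beyond the plate's 99.7% confidence bounds, in either direction; inactive means both scores lie inside the 99.7% bounds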;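 further: scored against the spread of the other compound wells on the same plate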
TNFa cytotox: toxic to HUVEC cells under TNF alpha stimulation | HUVEC TNFalpha-stimulated, Hoechst cell count, imaging | cell count reduction, % at 2 µM | 93,000 tested, 0.17% active;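 active means cell count reduction exceeding the screen mean by over 5 SD, scaled to untreated wells per plate, cut at about 78% in these data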;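 further: cells counted after 24 h of TNF alpha exposure following the 1 h pretreatment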
F-actin modifier: alters cytoskeleton assembly in HUVEC cells | AID 836 | HUVEC TNFa F-actin phalloidin imaging, high content | 91,000 tested, 0.18% active | inhibition, % at 2 µM;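 active means inhibition above the batch mean plus 3 SD and confirmed as a hit by visual image inspection, cut at about 30% in these data, passing the limit was not always enough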; further: strong numbers were not always called active
An asterisk follows results filed as active; [ ] = another dose, or the depositor's remark.

Cc1ccccc1OCC(=O)N1N=C(C(F)(F)F)CC1(O)C(C)(C)C (stereo unspecified) was read as PTPN22 inh 2 3, HUVEC tox IL1B -39, Calb biofilm kill 0, VCAM1 TNFa inh -28, MT1-MMP txn act 1.1, Smad3 FoxH1 inh 8, DAT uptake mod 0.65 and F-actin modifier -23.
`O=C(c1ccc2c(c1)OCO2)N(CC1CCCO1)C1(C(=O)NC2CCCCC2)CCCCC1` (stereo unspecified) gave PTPN22 inh 2 2, HUVEC tox IL1B 8, VCAM1 TNFa inh 3, MT1-MMP txn act 1.1, Smad3 FoxH1 inh 10, DAT uptake mod -0.2, TNFa cytotox -10 and F-actin modifier 4.
For Cc1cccc(N2CCN(c3cccc(C)c3)C2c2cccnc2)c1 the results were PTPN22 inh 2 -2, HUVEC tox IL1B -26, Calb biofilm kill -2, VCAM1 TNFa inh 11, MT1-MMP txn act 1.2, Smad3 FoxH1 inh 0, DAT uptake mod -2.1, TNFa cytotox -24 and F-actin modifier -21.
For N#Cc1c(/N=C/N2CCOCC2)sc2c1CCCCC2 the results were PTPN22 inh 2 4, Calb biofilm kill 2, VCAM1 TNFa inh 15, MT1-MMP txn act 1.3, Smad3 FoxH1 inh 1, DAT uptake mod 0.17, TNFa cytotox -12 and F-actin modifier 13.
`COc1ccc(-c2cc(-c3ccccc3)nc(-c3ccc4c(c3)NC(=O)CO4)c2)cc1` gave PTPN22 inh 2 4, HUVEC tox IL1B 4, VCAM1 TNFa inh 10, DAT uptake mod -0.3, TNFa cytotox -20 and F-actin modifier -2.
For O=C(OCC(=O)c1cccs1)c1ccc(NC(=O)c2ccco2)cc1 the results were Calb biofilm kill 5, MT1-MMP txn act 1.2, Smad3 FoxH1 inh -5 and DAT uptake mod 0.15.
`C#CCN(N(C)c1ncc(C(F)(F)F)cc1Cl)S(=O)(=O)c1ccc2ccccc2c1` gave PTPN22 inh 2 1, HUVEC tox IL1B -43, Calb biofilm kill 5, VCAM1 TNFa inh 9, Smad3 FoxH1 inh 1, DAT uptake mod 1.2, TNFa cytotox -34 and F-actin modifier 18.
COc1ccc(NC(=O)c2ccc(Cc3ccc(C)cc3)o2)cc1 was read as PTPN22 inh 2 -4, HUVEC tox IL1B -6, Calb biofilm kill 8, VCAM1 TNFa inh -27, MT1-MMP txn act 1.1, Smad3 FoxH1 inh -4, DAT uptake mod 1.9, TNFa cytotox -25 and F-actin modifier -9.
`COc1ccc(S(=O)(=O)N2CCN(CC(=O)Nc3cc(OC)cc(OC)c3)CC2)cc1` gave PTPN22 inh 2 10, HUVEC tox IL1B 49, Calb biofilm kill 0, VCAM1 TNFa inh -8, MT1-MMP txn act 1.2, Smad3 FoxH1 inh 6, TNFa cytotox -4 and F-actin modifier 4.
`CCOC(=O)N1CCN(S(=O)(=O)c2ccc3c(c2)CCN3C(=O)C2CC2)CC1` gave PTPN22 inh 2 6, HUVEC tox IL1B 2, Calb biofilm kill 10, VCAM1 TNFa inh -3, MT1-MMP txn act 1.1, Smad3 FoxH1 inh -5, DAT uptake mod 0.02, TNFa cytotox -28 and F-actin modifier 29.

3 compounds drawn at random from the list so far, as already listed:
COc1ccc(NC(=O)c2ccc(Cc3ccc(C)cc3)o2)cc1 was read as PTPN22 inh 2 -4, HUVEC tox IL1B -6, Calb biofilm kill 8, VCAM1 TNFa inh -27, MT1-MMP txn act 1.1, Smad3 FoxH1 inh -4, DAT uptake mod 1.9, TNFa cytotox -25 and F-actin modifier -9.
`CCOC(=O)N1CCN(S(=O)(=O)c2ccc3c(c2)CCN3C(=O)C2CC2)CC1` gave PTPN22 inh 2 6, HUVEC tox IL1B 2, Calb biofilm kill 10, VCAM1 TNFa inh -3, MT1-MMP txn act 1.1, Smad3 FoxH1 inh -5, DAT uptake mod 0.02, TNFa cytotox -28 and F-actin modifier 29.
`C#CCN(N(C)c1ncc(C(F)(F)F)cc1Cl)S(=O)(=O)c1ccc2ccccc2c1` gave PTPN22 inh 2 1, HUVEC tox IL1B -43, Calb biofilm kill 5, VCAM1 TNFa inh 9, Smad3 FoxH1 inh 1, DAT uptake mod 1.2, TNFa cytotox -34 and F-actin modifier 18.

A draw from above in order of count of non-hydrogen atoms, largest number first:
`O=C(c1ccc2c(c1)OCO2)N(CC1CCCO1)C1(C(=O)NC2CCCCC2)CCCCC1` (stereo unspecified) gave PTPN22 inh 2 2, HUVEC tox IL1B 8, VCAM1 TNFa inh 3, MT1-MMP txn act 1.1, Smad3 FoxH1 inh 10, DAT uptake mod -0.2, TNFa cytotox -10 and F-actin modifier 4.
`COc1ccc(-c2cc(-c3ccccc3)nc(-c3ccc4c(c3)NC(=O)CO4)c2)cc1` gave PTPN22 inh 2 4, HUVEC tox IL1B 4, VCAM1 TNFa inh 10, DAT uptake mod -0.3, TNFa cytotox -20 and F-actin modifier -2.
For Cc1cccc(N2CCN(c3cccc(C)c3)C2c2cccnc2)c1 the results were PTPN22 inh 2 -2, HUVEC tox IL1B -26, Calb biofilm kill -2, VCAM1 TNFa inh 11, MT1-MMP txn act 1.2, Smad3 FoxH1 inh 0, DAT uptake mod -2.1, TNFa cytotox -24 and F-actin modifier -21.

Next part
`CCOC(=O)c1cc(C#N)c(N)nc1C` gave PTPN22 inh 2 -5, HUVEC tox IL1B -67, Calb biofilm kill -1, VCAM1 TNFa inh -12, MT1-MMP txn act 1.1, Smad3 FoxH1 inh -9, DAT uptake mod -0.67, TNFa cytotox 6 and F-actin modifier -11.
For CCOC(=O)C1=C(c2ccccc2)NC(=S)NC1C (stereo unspecified) the results were PTPN22 inh 2 4, HUVEC tox IL1B 0, VCAM1 TNFa inh 28, DAT uptake mod -0.0027, TNFa cytotox 6 and F-actin modifier 23.
Screening COc1ccc(OC)c(-n2c(SCC(=O)Nc3cc(C)on3)nnc2-c2c[nH]c3ccccc23)c1 returned Calb biofilm kill 9, MT1-MMP txn act 1, Smad3 FoxH1 inh 16 and DAT uptake mod 0.28.
For Cc1nc(N[C@@H](Cc2ccccc2)C(=O)O)c2oc3ccccc3c2n1 the results were PTPN22 inh 2 0, HUVEC tox IL1B -1, Calb biofilm kill 4, VCAM1 TNFa inh 13, MT1-MMP txn act 1.1, Smad3 FoxH1 inh 0, TNFa cytotox 10 and F-actin modifier 0.
For COC(=O)c1ccc(Cl)c(NC(=O)CN2CCOCC2)c1 the results were PTPN22 inh 2 3, HUVEC tox IL1B -16, Calb biofilm kill 6, VCAM1 TNFa inh 9, MT1-MMP txn act 1.1, Smad3 FoxH1 inh 0, DAT uptake mod -1.6, TNFa cytotox -30 and F-actin modifier 18.
For CCN(CC)c1ccc2oc(=O)c(C)nc2c1 the results were PTPN22 inh 2 8, HUVEC tox IL1B -16, Calb biofilm kill -3, VCAM1 TNFa inh -1, MT1-MMP txn act 1, Smad3 FoxH1 inh 6, DAT uptake mod -0.14, TNFa cytotox -33 and F-actin modifier 13.
`COc1ccc(OC)c(NC(=O)CS(=O)(=O)c2ccccc2)c1` gave PTPN22 inh 2 5, HUVEC tox IL1B 2, Calb biofilm kill 5, VCAM1 TNFa inh 9, MT1-MMP txn act 1.1, Smad3 FoxH1 inh 4, DAT uptake mod -0.32, TNFa cytotox -9 and F-actin modifier 5.
`Cc1ccc(N(CC(=O)NCc2ccccc2Cl)S(=O)(=O)c2cccs2)cc1` gave PTPN22 inh 2 11, HUVEC tox IL1B -5, Calb biofilm kill 3, VCAM1 TNFa inh 8, MT1-MMP txn act 1.2, Smad3 FoxH1 inh 5, DAT uptake mod -0.076, TNFa cytotox -15 and F-actin modifier 3.
For Nc1c(Cl)ncnc1N1CCOCC1 the results were PTPN22 inh 2 -1, HUVEC tox IL1B -24, VCAM1 TNFa inh -4, DAT uptake mod 0.066, TNFa cytotox -6 and F-actin modifier 10.
Screening Cc1ccc(OCCCC(=O)NC(C)c2ccccc2)cc1 (stereo unspecified) returned PTPN22 inh 2 -2, HUVEC tox IL1B 12, Calb biofilm kill 3, VCAM1 TNFa inh 11, MT1-MMP txn act 1.1, Smad3 FoxH1 inh 2, DAT uptake mod -0.0038 and TNFa cytotox -50.
COC(=O)C(C)Sc1nnc(Cc2cc(=O)[nH]c(=O)[nH]2)n1-c1cc(C)ccc1C (stereo unspecified) was read as PTPN22 inh 2 9, HUVEC tox IL1B 8, Calb biofilm kill 10, VCAM1 TNFa inh 8, MT1-MMP txn act 1, Smad3 FoxH1 inh 4, DAT uptake mod -1.9, TNFa cytotox -40 and F-actin modifier 22.
For C/C(=N\NC(=O)c1ccccc1C)c1ccc(N2CCOCC2)cc1 the results were PTPN22 inh 2 -10, HUVEC tox IL1B 3, VCAM1 TNFa inh 21, DAT uptake mod -0.29, TNFa cytotox 7 and F-actin modifier -14.
`COc1ccc(NC(=O)Nc2ccc(N(C)C)cc2)cc1` gave PTPN22 inh 2 -11, HUVEC tox IL1B -22, Calb biofilm kill 7, VCAM1 TNFa inh -4, MT1-MMP txn act 1.2, Smad3 FoxH1 inh 6, DAT uptake mod -0.33, TNFa cytotox -20 and F-actin modifier -5.
Screening COc1c(Cl)cc(C(=O)Nc2ccc(Cl)cn2)cc1Cl returned PTPN22 inh 2 10, HUVEC tox IL1B -4, Calb biofilm kill 3, VCAM1 TNFa inh 18, MT1-MMP txn act 1.3, Smad3 FoxH1 inh 17[fluorescence artefact?], DAT uptake mod -0.02, TNFa cytotox -4 and F-actin modifier -4.
`Cc1ccc2nc(NC(=O)CSc3nc4c(c(=O)n3C)SC(C)C4)sc2c1` (stereo unspecified) gave PTPN22 inh 2 5, HUVEC tox IL1B -71, Calb biofilm kill 4, VCAM1 TNFa inh -12, MT1-MMP txn act 1, Smad3 FoxH1 inh 12, DAT uptake mod 2.3 and TNFa cytotox -32.
`O=S(=O)(c1ccc(Cl)cc1)c1snnc1-c1ccccc1` gave PTPN22 inh 2 0, HUVEC tox IL1B 16, Calb biofilm kill -2, VCAM1 TNFa inh 50*, Smad3 FoxH1 inh -8, DAT uptake mod -0.93, TNFa cytotox 10 and F-actin modifier -9.
Screening Cc1c(C(=O)NCC2CCCO2)sc2nc(-c3ccc(F)cc3)cn12 (stereo unspecified) returned Calb biofilm kill 7, MT1-MMP txn act 1.3, Smad3 FoxH1 inh 5 and DAT uptake mod 1.7.
`COc1cc(OC)cc(C(=O)Nc2ccc(-c3nc4ccccc4o3)cc2)c1` gave PTPN22 inh 2 -14, HUVEC tox IL1B 6, Calb biofilm kill 4, VCAM1 TNFa inh -19, MT1-MMP txn act 1, Smad3 FoxH1 inh -11[fluorescence artefact?], DAT uptake mod -0.082, TNFa cytotox -18 and F-actin modifier 10.
For O=C(NCCCN1CCCC1=O)c1ccc2c(c1)NC(=O)C(N1CCOCC1)S2 (stereo unspecified) the results were PTPN22 inh 2 -6, HUVEC tox IL1B 11, Calb biofilm kill 7, VCAM1 TNFa inh 15, MT1-MMP txn act 1, Smad3 FoxH1 inh -12, DAT uptake mod -0.95, TNFa cytotox -17 and F-actin modifier -20.
For CCCOc1ccc(N2C(=O)CC(SC(=NC)Nc3ccc(F)cc3)C2=O)cc1 (stereo unspecified) the results were PTPN22 inh 2 -9, HUVEC tox IL1B -18, Calb biofilm kill 1, VCAM1 TNFa inh 1, MT1-MMP txn act 1.2, Smad3 FoxH1 inh 5[fluorescence artefact?], DAT uptake mod 0.59, TNFa cytotox -17 and F-actin modifier -7.
Screening CC(Oc1ccc(C(=O)NC2CCCCC2)cc1)C(=O)O (stereo unspecified) returned PTPN22 inh 2 -1, HUVEC tox IL1B -3, Calb biofilm kill 2, VCAM1 TNFa inh -6, MT1-MMP txn act 1.1, Smad3 FoxH1 inh 1, DAT uptake mod -0.35, TNFa cytotox -7 and F-actin modifier -8.
O=C(CCCc1nc2ccccc2s1)Nc1nccs1 was read as PTPN22 inh 2 -1, HUVEC tox IL1B -7, Calb biofilm kill -4, VCAM1 TNFa inh 12, MT1-MMP txn act 1.2, Smad3 FoxH1 inh 7, DAT uptake mod 0.13, TNFa cytotox -10 and F-actin modifier -43.

High-throughput results as filed in PubChem.

An excerpt; count on the stated rates, not on these rows.
